# HTR5A ag ctr = counter-screen for OPRM1-OPRD1 agonists: human HTR5A agonism. HTR5A agonist assay, luminescence, cell-based. activation, % at 9.3 µM. P47898. AID 504692. 0.61% of 340,000 active; in the data active = activation mostly above about 9.5%, no sharp cut-off; inactive = mostly below about 7.6%;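 also: 0% = cells with vehicle only and 100% = reference agonist; strong numbers were not always called active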
# Target sequence (P47898 whole entry, looked up): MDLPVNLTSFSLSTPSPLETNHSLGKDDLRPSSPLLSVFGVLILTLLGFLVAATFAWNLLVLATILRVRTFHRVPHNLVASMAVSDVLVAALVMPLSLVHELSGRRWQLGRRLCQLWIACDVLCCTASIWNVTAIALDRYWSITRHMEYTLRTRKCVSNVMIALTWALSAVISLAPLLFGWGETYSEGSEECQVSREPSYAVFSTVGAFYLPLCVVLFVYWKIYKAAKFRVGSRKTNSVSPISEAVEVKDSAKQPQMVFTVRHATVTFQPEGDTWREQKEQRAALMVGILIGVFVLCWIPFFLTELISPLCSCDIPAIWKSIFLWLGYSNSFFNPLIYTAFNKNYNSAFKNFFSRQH
# CAL-PDZ inh HTS = CAL PDZ (human) peptide binding inhibition. purified CAL PDZ, TMR-peptide fluorescence polarization, 1 h. inhibition, % at 24.9 µM. 0.92% of 300,000 active. AID 602252;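 active = mean inhibition of at least 30% with at least half of replicates also reaching 30%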;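 also: 0% = DMSO neutral control and 100% = excess unlabeled competitor peptide PRC23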
# OPRM1-OPRD1 inv = inverse agonist of human OPRM1-OPRD1 heterodimerization; P35372+P41143; cell-based MOR-DOR heterodimer luminescence, inverse agonism; inhibition, % at 9.3 µM; 0.21% of 340,000 active; in the data active = inhibition above about 22%, passing the limit was not always enough;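 also: 0% = cells with DMSO and 100% = wells without cells with DMSO; values of inactives mirror those of a sister screen read the other way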
# HTR5A inv ctr = counter-screen for OPRM1-OPRD1 inverse agonists: human HTR5A inverse agonism. HTR5A cell line, luminescence. P47898. 0.083% of 340,000 active. inhibition, % at 9.3 µM. AID 504634; in the data active = inhibition mostly above about 23%, no sharp cut-off; inactive = mostly below about 18%;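 also: 0% = cells with DMSO and 100% = no-cell wells with DMSO; some compounds called inactive have numbers as strong as hits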
# Keap1-Nrf2 PPI = inhibitors of human Keap1-Nrf2 protein-protein interaction; Q14145; Keap1 Kelch-Nrf2 peptide fluorescence polarization, 1536-well; inhibition, % at 9.4 µM; 0.15% of 340,000 active; AID 504523; in the data active = inhibition above about 12%;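 also: human Keap1 Kelch domain with fluorescein labeled Nrf2 9mer peptide probe; 0% = neutral control wells and 100% = peptide positive control; higher means more block of Keap1 binding to Nrf2 peptide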
# Target sequence (Q14145 whole entry, looked up, the tested form may be a part): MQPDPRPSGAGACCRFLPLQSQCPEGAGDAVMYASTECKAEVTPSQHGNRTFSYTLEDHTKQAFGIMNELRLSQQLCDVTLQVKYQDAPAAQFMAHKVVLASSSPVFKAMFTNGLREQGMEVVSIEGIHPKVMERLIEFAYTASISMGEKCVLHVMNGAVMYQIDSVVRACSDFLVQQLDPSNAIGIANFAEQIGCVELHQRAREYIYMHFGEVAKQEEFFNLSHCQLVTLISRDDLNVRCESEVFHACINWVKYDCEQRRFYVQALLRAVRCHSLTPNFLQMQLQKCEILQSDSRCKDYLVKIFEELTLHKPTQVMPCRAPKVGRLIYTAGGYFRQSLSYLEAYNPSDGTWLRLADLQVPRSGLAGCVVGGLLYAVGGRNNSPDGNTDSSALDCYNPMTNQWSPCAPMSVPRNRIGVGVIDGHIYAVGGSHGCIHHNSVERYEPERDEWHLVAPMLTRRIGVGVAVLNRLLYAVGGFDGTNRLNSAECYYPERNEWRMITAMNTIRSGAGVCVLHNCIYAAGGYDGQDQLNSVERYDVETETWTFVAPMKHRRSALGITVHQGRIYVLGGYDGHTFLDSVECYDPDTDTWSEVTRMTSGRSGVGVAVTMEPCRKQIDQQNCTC
# Cardiac RTF inh = cardiac RTF calcium desensitization | IANBD-labeled cardiac RTF, Ca2+ fluorescence | inhibition, % at 7.15 µM | 0.12% of 340,000 active | AID 493244;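 active = inhibition above the mean inhibition of all tested compounds plus 3 SD, cut at about 17% in these data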;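 also: assay run at fixed EC70 calcium of 1.6 mM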
# OPRM1-OPRD1 ag = OPRM1-OPRD1 heterodimerization agonism. P35372+P41143. cells, luminescence. activation, % at 9.3 µM. 0.3% of 340,000 active; in the data active = activation above about 18%;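 also: 0% = vehicle-treated cells and 100% = reference agonist; values of inactives mirror those of a sister screen read the other way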
# V-ATPase pH = regulators of yeast V-ATPase proton transport | response, % at 10 µM | S. cerevisiae, pHLuorin cytosolic pH fluorescence | 0.37% of 350,000 active | AID 504577; in the data active = response mostly above about 7.3%, no sharp cut-off; inactive = mostly below about 5.4%; also: actives read high; inactives centre near 0; some compounds called inactive have numbers as strong as hits; reference of the scale not given here
# RTF Ca sens act = cardiac RTF calcium sensitization; activation, % at 7.2 µM; AID 493008; 0.24% of 340,000 active; IANBD-labeled TnC RTF fluorescence at EC20 calcium; 0% EC20 calcium, 100% full calcium;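 active = activation above the mean over all tested compounds plus 3 SD, cut at about 30% in these data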;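 also: rise in fluorescence read as greater calcium sensitivity of cardiac thin filaments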
# C-LANA FP = KSHV C-LANA DNA binding inhibition. MBP-C-LANA/FAM-LBS DNA binding, fluorescence polarization. inhibition, % at 9 µM. 0.078% of 340,000 active. AID 504423;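 active = highest replicate inhibition at or above 60% at 9 µM, even if other replicates fall short; inactive = all replicates below 60% inhibition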;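 also: 0% = neutral control wells and 100% = 4 µM acridine orange control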
# Numbers without * were called inactive; · = not tested or not shown.
entry	structure	OPRM1-OPRD1 ag	CAL-PDZ inh HTS	OPRM1-OPRD1 inv	V-ATPase pH	Cardiac RTF inh
1	Cc1ccc(NC(=O)NCc2cccn2C)cc1C	-3.7	2	17	-2	2
2	CCO[C@H]1OC(C(=O)N2CCN(C)CC2)=C[C@@H](C(C)(C)C)[C@@H]1CCCO	0.8	-4	-5	1	2
3	O=C(NCCO)C(=O)c1c(-c2ccccc2)cc2ccccn12	-1.1	13	5	-1	-18
4	C[C@@]12CCC=C[C@H]1[C@H](c1ccc3ccccc3c1Br)N(Cc1ccccc1)C2=O	-0.7	1	4	-3	-8
5	Nc1n[nH]c(-c2ccc(F)cc2)n1	-1.9	-5	10	4	-13
6	CS(=O)(=O)N1CCC(C(=O)Nc2cccc([N+](=O)[O-])c2)CC1	-2.5	-4	13	1	9
7	CCC(=O)c1ccc(OCC(=O)Nc2cccc(S(=O)(=O)N(C)c3ccccc3)c2)cc1	-0.1	2	0	0	0
8	CN(C)CCNC(=S)NC1CCCCC1	-1.6	-3	9	-1	-6
9	CCCC(=O)Nc1ccc(C(=O)Nc2nnc(COC)s2)cc1	-2.1	13	10	-2	-6
10	CCn1nc(C)c(CNC(=O)Nc2ccc3c(c2)OCO3)c1C	-0.8	-3	4	-1	-3
11	CC(Oc1cccc(Cl)c1)C(=O)Nc1ccccc1C(=O)N1CCCCC1 (stereo unspecified)	-1.7	0	9	9	-3
12	Cc1nnc2ccc(N3CCN(C(=O)c4ccccc4)CC3)nn12	-2.6	·	13	-2	1

entry	Keap1-Nrf2 PPI	HTR5A ag ctr	RTF Ca sens act	C-LANA FP	HTR5A inv ctr
1	-2	0	-9	-0.1	1
2	-1	-7	-5	-0.5	-15
3	1	2	-1	0.4	-7
4	4	3	5	0.9	8
5	-1	-3	3	-0.3	-23
6	-2	-8	-5	0.7	20
7	-9	-3	2	1.8	8
8	0	6	-5	-1.5	-28
9	-6	-5	1	1.9	9
10	-4	-2	-1	0.8	-6
11	-6	0	2	-0.7	1
12	-1	12	3	1.0	-34

# The list goes on:
entry	structure	OPRM1-OPRD1 ag	CAL-PDZ inh HTS	OPRM1-OPRD1 inv	V-ATPase pH	Cardiac RTF inh
13	Cc1ccc(C(=O)NCCCN2CCOCC2)o1	-2.2	0	10	-3	-7
14	CN(c1ccc(C(=O)NCc2cccnc2)cc1)S(C)(=O)=O	-3.2	·	13	5	3
15	Cc1nc2cc(NC(=O)NC3CC3)ccc2n1C	-1.6	6	8	0	7
16	CN1CCN(C(=O)c2ccc3ccccc3c2)CC1	-2.8	·	14	0	-5
17	CCOc1ccc(Nc2nc(N)c([N+](=O)[O-])c(N3CCOCC3)n2)cc1	-4.1	-5	18	-3	-4
18	CNC(=O)CN1C(=O)NC2(CCc3ccccc32)C1=O (stereo unspecified)	-1.9	-1	11	1	-8
19	CN(C)c1cncc(C(=O)O)c1	-1.7	-1	11	-1	-10
20	Cc1cc([N+](=O)[O-])cc([N+](=O)[O-])c1NCC(C)C	·	17	·	0	·
21	Cc1[nH]c2ccccc2c1/C=N/NC(=O)CNC(=O)Cc1ccccc1	-3.1	2	16	1	-6
22	NNC(=O)COc1ccccc1[N+](=O)[O-]	-2.3	-3	12	1	-6
23	Cc1nc2ccccc2c2oc(C(=O)NCCN3CCCCC3C)cc12 (stereo unspecified)	-1.2	0	7	4	-9
24	COC(=O)c1oc2ccc(Br)cc2c1NC(=O)c1ccccc1	0.8	-4	-3	1	-9

entry	Keap1-Nrf2 PPI	HTR5A ag ctr	RTF Ca sens act	C-LANA FP	HTR5A inv ctr
13	-1	0	6	-1.6	0
14	-2	-2	-6	-0.2	7
15	0	0	-1	1.1	0
16	6	3	-1	1.0	-10
17	3	3	-1	-0.8	-9
18	0	-1	9	0.1	-1
19	-1	-5	-2	-0.9	11
20	3	·	·	0.3	·
21	3	8	-9	-1.6	10
22	-4	4	6	0.2	-2
23	0	-5	4	-11	2
24	-6	-5	0	-2.1	12

# (cont.)
entry	structure	OPRM1-OPRD1 ag	CAL-PDZ inh HTS	OPRM1-OPRD1 inv	V-ATPase pH	Cardiac RTF inh
25	Cc1ccc(S(=O)(=O)N2CCNC(=O)CC2)cc1	-2.0	-4	11	-2	3
26	Cc1ccc(OCC(=O)O/N=C(\N)Cc2cccs2)cc1C	-0.9	-2	6	-5	1
27	CCN(CC)P(=O)(Nc1ccc([N+](=O)[O-])cc1)c1c(C)nn(CCC#N)c1NC(=O)c1ccc(Cl)cc1Cl (stereo unspecified)	0.6	-6	-3	1	-8
28	Cc1cc(C)c(C(=O)OCCNC(=O)c2cccnc2)cc1C	-1.3	·	7	1	-7
29	Cc1nc(N2CCN(C(=O)c3ccco3)CC2)c2c3c(sc2n1)CCC3	-0.4	0	2	6	-6
30	CCOC(=O)CCCN1CC(O)=C(c2nc3ccccc3s2)C1=N	-1.3	·	7	2	4
31	Cc1cccc(N2CN=c3s/c(=C\c4ccncc4)c(=O)n3C2)c1	1.1	-3	-7	4	9
32	CC(c1ccccc1C(O)c1ccccc1)N(C)C (stereo unspecified)	1.0	-4	-6	1	-6
33	Cc1ccsc1C(=O)OCC(=O)c1cc(C)n(C)c1C	-3.3	1	12	4	-17
34	CCOC(=O)[C@@H]1[C@H]2COc3ccccc3[C@H]2N2C(=O)N(c3ccc(C(F)(F)F)cc3)C(=O)[C@]12C	-0.6	-2	3	-4	-3
35	O=C(O)C1=CC[C@@H](c2ccc(Cl)cc2)N(S(=O)(=O)c2ccc(Cl)cc2)[C@H]1c1ccc(F)cc1	-0.8	-3	4	-1	1
36	Cc1ccc(NC(=O)CSc2nc(=O)n(CCN(C)C)c3c2CCCC3)c(C)c1	0.0	-1	0	-1	-6

entry	Keap1-Nrf2 PPI	HTR5A ag ctr	RTF Ca sens act	C-LANA FP	HTR5A inv ctr
25	-4	0	2	1.0	-1
26	1	-2	0	-2.0	-8
27	-4	-3	-2	1.6	10
28	2	6	3	-1.3	5
29	-9	2	3	0.0	-28
30	-1	-7	4	-0.2	6
31	5	5	-4	1.1	-58
32	-4	-1	2	0.5	4
33	-5	-3	-2	-1.3	-5
34	-4	3	-2	-0.3	-11
35	-2	-1	0	1.4	-20
36	-2	-3	-3	1.3	8

# (further entries)
entry	structure	OPRM1-OPRD1 ag	CAL-PDZ inh HTS	OPRM1-OPRD1 inv	V-ATPase pH	Cardiac RTF inh
37	O=C(NNC(=O)c1cc(O)c(O)c(O)c1)NC1CCCCC1	-1.0	1	6	0	9
38	O=C(Nc1ncccn1)c1ccc([N+](=O)[O-])cc1Cl	-1.7	-3	9	-2	-3
39	NS(=O)(=O)c1ccc(CCNC(=O)c2ccccc2-c2ccccc2)cc1	-0.8	-2	4	-3	-13
40	CCOC(=O)c1oc2cccc(OCC(O)CNC(C)C)c2c1C (stereo unspecified)	-2.6	-8	14	0	-1
41	CC(C)C(=O)N[C@H]1CCC2C3CC=C4C[C@@H](O)CC[C@]4(C)C3CC[C@@]21C (stereo partly specified)	-1.6	0	8	-2	-1
42	O=S(=O)(Nc1ccncc1Cl)c1cc(Cl)ccc1Cl	-0.6	-4	3	0	-10
43	CCN1C(=O)S/C(=C\c2ccc(N3CCOCC3)cc2C)C1=O	1.2	-1	-7	1	-13
44	COc1ccc(S(=O)(=O)N2c3cc(Cl)ccc3Oc3nc4ccccc4nc32)cc1	-2.8	-6	13	-9	-3
45	Cc1noc(C)c1C(=O)N1CCC(CO)(Cc2ccccc2)CC1	-0.6	·	3	-5	1
46	CCn1c(CSc2nc(C)cc(C)n2)nnc1SCC(=O)Nc1cccc2ccccc12	-2.2	-4	12	0	0
47	O=C(CCc1ccccc1Cl)Nc1ccc(S(=O)(=O)Nc2nccs2)cc1	-0.5	-4	3	1	-4
48	CC(=O)c1cccc(NC(=O)C(CC(C)C)NC(=O)C2CCCCC2)c1 (stereo unspecified)	-1.8	-7	10	1	4

entry	Keap1-Nrf2 PPI	HTR5A ag ctr	RTF Ca sens act	C-LANA FP	HTR5A inv ctr
37	-2	5	5	2.4	-5
38	-2	1	-1	7.5	-3
39	-1	-5	-4	0.9	13
40	3	-4	-5	-0.5	-5
41	2	-1	-5	-0.1	2
42	-1	3	1	-0.8	-10
43	-9	-4	8	1.2	0
44	-3	2	3	-0.6	12
45	-2	7	0	-1.9	5
46	0	-9	5	1.6	24
47	-7	-2	-4	-0.4	-5
48	3	0	1	1.2	0

# An excerpt of these results, with one line to a screen:
7	CCC(=O)c1ccc(OCC(=O)Nc2cccc(S(=O)(=O)N(C)c3ccccc3)c2)cc1
8	CN(C)CCNC(=S)NC1CCCCC1
9	CCCC(=O)Nc1ccc(C(=O)Nc2nnc(COC)s2)cc1
10	CCn1nc(C)c(CNC(=O)Nc2ccc3c(c2)OCO3)c1C
assay / entry	7	8	9	10
OPRM1-OPRD1 ag	-0.1	-1.6	-2.1	-0.8
CAL-PDZ inh HTS	2	-3	13	-3
OPRM1-OPRD1 inv	0	9	10	4
V-ATPase pH	0	-1	-2	-1
Cardiac RTF inh	0	-6	-6	-3
Keap1-Nrf2 PPI	-9	0	-6	-4
HTR5A ag ctr	-3	6	-5	-2
RTF Ca sens act	2	-5	1	-1
C-LANA FP	1.8	-1.5	1.9	0.8
HTR5A inv ctr	8	-28	9	-6

# (list continues)
entry	structure	OPRM1-OPRD1 ag	CAL-PDZ inh HTS	OPRM1-OPRD1 inv	V-ATPase pH	Cardiac RTF inh
49	O=C(COc1ncnc2sccc12)Nc1ccc(F)cc1F	-1.1	1	6	0	-4
50	Cc1cc(=O)[nH]c(SCc2nc3ccccc3n2Cc2ccccc2)n1	-0.6	-3	3	0	-8
51	Cc1ccc2cc(N)ccc2n1	-1.2	-3	6	0	8
52	CCOC(=O)Cc1csc(NC(=O)c2ccc(N3CCOCC3)cc2[N+](=O)[O-])n1	-0.1	0	0	0	3
53	S=c1[nH]nc(-c2ccc(Cl)cc2Cl)n1-c1ccc2c(c1)OCCO2	-1.0	-5	5	6	-3
54	COc1ccc2c(=O)c(Oc3ccc(C(=O)O)cc3)c(C(F)(F)F)oc2c1	-3.5	·	19	3	-8
55	N=C(N)c1ccc(Cl)cc1	-1.5	-2	7	1	7
56	Cc1ccc(NC(=O)c2cc(=O)c3ccccc3o2)cc1S(=O)(=O)N1CCCCC1	-1.1	-2	5	-4	9
57	CC(C)(C)OC(=O)NNC(=O)c1cccs1	·	3	·	0	·
58	Nn1cnnc1N/N=C/c1cccc(Cl)c1Cl	4.6	-5	-21	1	-3

entry	Keap1-Nrf2 PPI	HTR5A ag ctr	RTF Ca sens act	C-LANA FP	HTR5A inv ctr
49	5	-7	-2	-1.3	18
50	-6	2	0	1.3	-23
51	1	7	-3	0.3	-17
52	-5	-2	-1	-1.7	5
53	-4	-2	1	1.1	-26
54	1	-1	4	0.7	-13
55	-2	0	-5	-0.8	1
56	2	2	-3	0.5	-6
57	0	·	·	-0.6	·
58	-1	5	-6	0.2	-18

# Limited to Cardiac RTF inh, HTR5A inv ctr and Keap1-Nrf2 PPI (three entries from above):
no. | Molecule | Cardiac RTF inh | HTR5A inv ctr | Keap1-Nrf2 PPI
49 | O=C(COc1ncnc2sccc12)Nc1ccc(F)cc1F | -4 | 18 | 5
50 | Cc1cc(=O)[nH]c(SCc2nc3ccccc3n2Cc2ccccc2)n1 | -8 | -23 | -6
51 | Cc1ccc2cc(N)ccc2n1 | 8 | -17 | 1

# Bioassay records deposited in PubChem BioAssay by several laboratories.
